Compound activity deposited in PubChem by several laboratories.
PolyA inhibitor: blocks polyadenylation in yeast reporter cells; calls only at 12 µM; S. cerevisiae SKY197-pL101 polyadenylation reporter, beta-gal luminescence; efflux-impaired pdr1/pdr3 knockout yeast; score 100 = 6 SD above DMSO; 300,000 tested, 0.02% active; AID 1875;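 active means lowest replicate activity score at least 50, where 100 means six control SD above control mean; inconclusive means lowest score under 50 but half or more replicates reach 50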;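 further: yeast exposed to compound for 9 h at 30 °C; higher score means more reporter readthrough which indicates perturbed polyadenylation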
HDAC3 inhib: human HDAC3 inhibition | O15379 | recombinant HDAC3, fluorogenic peptide/trypsin coupled, fluorescence | inhibition, % at 8.3 µM | 320,000 tested, 0.15% active | AID 2718; in the data active means inhibition above about 26%, passing the limit was not always enough; inconclusive means no clear call, values can overlap the other calls
AI-2 QS mod: modulates the Vibrio harveyi AI-2 quorum sensing system | Vibrio harveyi JMH597 AI-2 luminescence/OD600 ratio, 9 h; active compounds read low; strain lacks LuxN and CqsS sensors; 0 = neutral-control median | activity change, % at 7.5 µM | 300,000 tested, 0.4% active | AID 2094; in the data active means activity change below about -75%, passing the limit was not always enough; inconclusive means no clear call, values can overlap the other calls;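 further: luminescence divided by OD600 gain over 9 h not by final OD600 alone; inactives centre near 13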
GSK3beta inhib: human GSK3beta kinase inhibition. P49841. GST-GSK3beta kinase, ADP-Glo luminescence, 60 min; active compounds read low. activity score (negative = inhibition), % at 10 µM. 300,000 tested, 0.038% active. AID 2097;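 active means more than half of replicate wells score below -50%, meaning over 50% inhibition versus plate controls; inconclusive means some replicates but at most half score below -50%; inactive means no replicate scores below -50%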;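 further: 0% = median DMSO wells and -100% = median GW8510 positive control wells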
Target sequence (P49841 whole entry, looked up): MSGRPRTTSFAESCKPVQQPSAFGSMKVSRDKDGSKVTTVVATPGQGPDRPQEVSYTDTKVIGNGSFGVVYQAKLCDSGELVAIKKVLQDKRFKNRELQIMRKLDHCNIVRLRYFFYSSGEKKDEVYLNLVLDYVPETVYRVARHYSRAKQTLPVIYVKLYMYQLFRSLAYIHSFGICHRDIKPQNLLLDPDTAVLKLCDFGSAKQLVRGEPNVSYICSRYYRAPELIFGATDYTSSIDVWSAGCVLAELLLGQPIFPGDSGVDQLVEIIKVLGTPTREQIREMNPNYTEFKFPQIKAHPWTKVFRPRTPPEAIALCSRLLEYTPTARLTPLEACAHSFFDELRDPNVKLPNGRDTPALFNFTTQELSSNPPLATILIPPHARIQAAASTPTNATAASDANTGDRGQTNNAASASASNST
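Assay system: GST-tagged human GSK3beta kinase, cell-free; Input: 1.6 ng GSK3beta; Medium: Tris/MgCl2 kinase buffer; Timing: 60 min enzyme reaction, room temperature; Signal: ADP-Glo luminescence quantifying ADP generated by kinase; Evaluation: score relative to plate controls; Benchmarks: DMSO neutral wells and GW8510 at 20 µM as positive.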
HSP90 inh: inhibitors of HSP90 luciferase refolding in rabbit reticulocyte lysate; luciferase refolding luminescence, 3 h; inhibition, % at 5.6 µM; 290,000 tested, 0.91% active; AID 1789;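 active means inhibition above the screen-wide mean plus 3 SD, computed separately per campaign, cut at about 16% in these data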;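 further: 0% = DMSO wells and 100% = 60 µM geldanamycin wells; inhibitors lower the luminescence because luciferase stays unfolded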
GSK3 alpha inh: inhibitors of human GSK-3 alpha kinase; AID 2650; ADP-Glo luminescence, 60 min; inhibition, % at 10 µM; 320,000 tested, 0.1% active;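 in the data active means inhibition above about 50%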;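 further: GST-tagged GSK-3 alpha with peptide substrate and 25 µM ATP; 0% = DMSO neutral wells and 100% = GW8510 positive control wells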
Target sequence (P49840 whole entry, looked up): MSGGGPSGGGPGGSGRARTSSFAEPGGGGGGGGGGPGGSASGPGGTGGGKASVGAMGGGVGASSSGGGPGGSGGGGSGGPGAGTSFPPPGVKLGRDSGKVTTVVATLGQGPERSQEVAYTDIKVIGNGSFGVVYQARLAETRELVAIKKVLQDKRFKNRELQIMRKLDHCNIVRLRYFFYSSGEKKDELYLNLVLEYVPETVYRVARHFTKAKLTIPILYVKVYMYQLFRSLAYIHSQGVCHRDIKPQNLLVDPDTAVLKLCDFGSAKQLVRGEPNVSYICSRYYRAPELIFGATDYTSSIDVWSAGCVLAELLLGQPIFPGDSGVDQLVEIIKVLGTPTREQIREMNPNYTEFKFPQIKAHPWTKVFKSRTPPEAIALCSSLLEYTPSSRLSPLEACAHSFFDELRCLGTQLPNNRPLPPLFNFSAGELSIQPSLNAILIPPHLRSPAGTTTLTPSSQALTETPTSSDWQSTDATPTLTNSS
HSF1 inhib: HSF1 inhibition; NIH3T3-HGL HSE-luciferase, MG132-induced, luminescence 8 h; active compounds read low; activity change, negative = inhibition, % at 7.5 µM (by protocol); 300,000 tested, 0.77% active;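 active means more than half of replicate wells show activity change below -50%, luminescence cut by over half; inconclusive means some wells, but at most half, below -50%; inactive means no replicate well below -50%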;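 further: luciferase reports HSF-1 transcriptional activity via heat shock element; 0% = median of DMSO wells and -100% = zero luminescence signal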
HSF-1 act: increases HSF-1 driven luciferase reporter signal; activation, % at 9 µM; 300,000 tested, 1.7% active; NIH3T3-HGL HSF-1 luciferase reporter, MG132, 8 h; 100% = twice DMSO control signal;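 active means mean replicate activation of at least 50% with a set share of replicates each reaching 50%; inconclusive means only one of those two conditions met; inactive means mean below 50% and too few replicates reaching it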;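 further: 0% = median of the neutral control wells and 100% = twice that signal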
Platelet DG rel: platelet dense granule release activity | human platelet-rich plasma, SFLLRN dense granule ATP release, luminescence | inhibition, %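 (compounds screened at 7.5 µM in platelet-rich plasma)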 | 300,000 tested, 0.22% active;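 active means mean replicate score, as percent of positive control, at or above 50; inconclusive means mean below 50 but at least one replicate at or above 50; inactive means mean and every replicate below 50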
DYRK1A inh: inhibitors of rat Dyrk1A kinase | inhibition, % at 12.5 µM | ADP-Glo luminescence, NFATc1 peptide | AID 504441 | Q63470 | 310,000 tested, 0.43% active; in the data active means inhibition above about 50%;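 further: plate controls were vehicle with enzyme for no effect and no enzyme for full effect; many of its hits are not listed in these tables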
Starred values were filed as active, the others as inactive; i = inactive; ? = inconclusive; . = no result given. An excerpt. The share of hits here may be higher or lower than overall.

(1) CC(C)N1C(=O)CCN(C=O)c2ccccc21
(2) CC(C(=O)Nc1cccc([N+](=O)[O-])c1)N1CCN(C/C=C/c2ccccc2)CC1 (centres undefined)
(3) Cc1ccccc1Nc1nc(N)c2ccccc2n1
(4) CCOC(=O)CSC1=C(C#N)C(c2ccc(OC)cc2)C2=C(CC(C)(C)CC2=O)N1 (centres undefined)
(5) C=CCC(CC=C)(NC(=O)c1cccc(C)c1)c1ccccc1
(6) CCn1c(CSc2nc3ccccc3s2)nnc1SCC(=O)c1ccc(O)c(O)c1
(7) O=c1c2ccccc2nc2n1CCCCN2
(8) CCC(=O)NC(=S)Nc1ccc(NC(=O)COc2ccccc2)cc1

assay / compound	1	2	3	4	5	6	7	8
GSK3 alpha inh	-1	-3	7	2	-2	-1	1	-2
HDAC3 inhib	-1	3	8	-3	-3	1	-31	.
GSK3beta inhib	-2	-6	-12	-1	3	3	1	-1
HSF1 inhib	-3	9	.	0	10	0	5	5
PolyA inhibitor	.	i	i	i	i	i	i	i
HSP90 inh	0	3	18*	9	-2	-1	3	0
Platelet DG rel	1	14	58*	6	-3	-1	-4	4
DYRK1A inh	-1	-12	42	13	0	2	8	-5
AI-2 QS mod	15	7	3	-7	19	30	31	28
HSF-1 act	-6	-9	.	-8	23	26	-9	34

(9) CCOc1cc(NC(=S)NCC2CCCO2)c(OCC)cc1NC(=O)CC(C)C (centres undefined)
(10) CCn1c(SCC(=O)OC2CCCCC2)nnc1-c1ccncc1
(11) CC1=NN(Cc2ccccc2)C(=O)/C1=C/c1ccc(N(C)C)cc1
(12) CC(C)C(=O)Nc1cccc(NC(=S)NC(=O)c2cccs2)c1
(13) Cc1cc(C)c(S(=O)(=O)N2CCN(C(=O)CN3C(=O)NC4(CCCC4)C3=O)CC2)c(C)c1
(14) O=C(c1cccs1)n1nc(NCc2ccccc2)nc1NCc1ccccc1
(15) COC(=O)c1cc(OC)c(OC)cc1NC(=O)c1ccccc1
(16) COc1ccc(C2CC(c3cccs3)=NN2C(=O)CSc2nc3ccccc3o2)cc1 (centres undefined)

assay / compound	9	10	11	12	13	14	15	16
GSK3 alpha inh	-3	0	-1	2	-1	-2	-2	2
HDAC3 inhib	4	14	0	1	-11	12	-3	.
GSK3beta inhib	7	1	-1	2	1	2	-2	-4
HSF1 inhib	2	5	-1	21	-8	.	0	3
PolyA inhibitor	i	i	i	i	i	i	i	i
HSP90 inh	-1	1	-2	-1	-4	-2	-2	-2
Platelet DG rel	1	4	-3	-12	-1	-10	2	-1
DYRK1A inh	-4	0	-1	-3	2	11	5	-2
AI-2 QS mod	25	7	14	-4	12	12	14	28
HSF-1 act	3	-11	-4	22	-7	.	0	-11

(17) COc1ccc(NC(=O)c2cc(=O)c3ccccc3o2)cn1
(18) Cc1ccc(C2=NN(CC(=O)NCCN(C)C)C(=O)CC2)cc1
(19) CCOC(=O)NC(Nc1sc2c(c1C(N)=O)CCCC2)(C(=O)OCC)C(F)(F)F (centres undefined)
(20) COc1ccc(CNC(=O)c2cc3c(=O)n4cccc(C)c4nc3n(CC3CCCO3)c2=N)cc1 (centres undefined)
(21) COc1ccc(N2CCN(C(=O)CCN3C(=O)C4C5C=CC(C5)C4C3=O)CC2)cc1 (centres undefined)
(22) O=c1c2cc(NC(=S)NC3CCCCC3)ccc2nc2n1CCCCC2
(23) CCOc1ccc(NC(=O)Cn2nnc(-c3ccccc3NC(=O)C3CC3)n2)cc1
(24) CC1CCCCN1C(=O)Cn1c(=O)oc2cc(S(=O)(=O)N3CCCC3)ccc21 (centres undefined)

assay / compound	17	18	19	20	21	22	23	24
GSK3 alpha inh	-1	0	2	3	-1	2	-1	-2
HDAC3 inhib	-6	3	1	-2	-8	-1	6	-8
GSK3beta inhib	2	0	-11	1	3	2	0	-21
HSF1 inhib	.	-7	0	9	0	25	1	-2
PolyA inhibitor	i	i	i	i	i	i	i	i
HSP90 inh	-2	1	-1	0	5	3	1	4
Platelet DG rel	.	-1	5	-11	2	0	.	6
DYRK1A inh	-2	-1	3	6	-1	-6	-3	1
AI-2 QS mod	32	13	3	30	19	31	-2	1
HSF-1 act	.	-11	-11	10	-7	40	27	1

(25) O=C(NCc1ccc(F)cc1)C1(S(=O)(=O)c2ccc(Cl)cc2)CC1
(26) COc1ccc(CN2CCCCC2C)cc1OC (centres undefined)
(27) CCOc1ccc(NCC(=O)c2ccc(C)cc2)cc1
(28) O=C1C2C3CCCC3=C3CCCC3C2C(=O)N1c1cccc(Cl)c1 (centres undefined)
(29) CC(Sc1nnc(N)s1)C(=O)NC1CCCCC1C (centres undefined)
(30) COc1ccc(N(Cc2cc3cc(OC)ccc3[nH]c2=O)S(=O)(=O)c2ccc(NC(C)=O)cc2)cc1
(31) O=C1COc2ccc(S(=O)(=O)NCCc3ccccc3)cc2N1
(32) O=C(NCCCNC(=O)c1ccco1)c1ccco1

assay / compound	25	26	27	28	29	30	31	32
GSK3 alpha inh	-2	-1	1	-4	-2	-1	-1	1
HDAC3 inhib	-6	-7	6	0	?	-5	1	-2
GSK3beta inhib	-2	1	-1	1	3	1	2	0
HSF1 inhib	-2	-10	-54*	2	-9	?	-9	-5
PolyA inhibitor	i	i	i	i	i	i	i	i
HSP90 inh	-4	-2	-2	-1	.	-2	-3	3
Platelet DG rel	6	0	3	18	7	?	-45	-1
DYRK1A inh	-4	-3	-3	-1	0	-1	-1	-2
AI-2 QS mod	5	14	35	37	2	30	4	16
HSF-1 act	4	-19	-60	10	-9	-59	-3	10

(33) COc1ccc(N(CC(=O)NC2CCCCC2)S(=O)(=O)c2cccnc2)cc1
(34) O=C(COC(=O)C1CC1)Nc1ccc(OC(F)F)cc1
(35) COc1cc(C(=O)NC(=S)Nc2ccc3c(c2)OCO3)cc(OC)c1OC
(36) Cc1ccnc(NC(=O)CCC(=O)N(CC(=O)NC(C)(C)C)c2ccc3c(c2)OCCO3)c1
(37) Clc1ccc(-c2nnc(CSc3nnc(-c4cccs4)o3)o2)cc1
(38) O=C(CCN1C(=O)C2C3C=CC(C3)C2C1=O)Nc1ccc(F)cc1 (centres undefined)
(39) O=C(Nc1ccccc1)c1ccc(NCc2ccco2)c(S(=O)(=O)N2CCOCC2)c1
(40) COc1ccc(C(c2nnnn2C2CCCC2)N2CCN(c3ccccc3)CC2)cc1 (centres undefined)

assay / compound	33	34	35	36	37	38	39	40
GSK3 alpha inh	.	-2	0	1	-2	-2	-4	1
HDAC3 inhib	5	-1	4	-6	2	3	-1	2
GSK3beta inhib	1	0	-1	1	1	-2	0	2
HSF1 inhib	-22	1	-7	2	2	-7	4	5
PolyA inhibitor	i	i	i	i	i	i	i	i
HSP90 inh	1	3	-3	0	-3	1	-2	2
Platelet DG rel	1	1	8	7	-4	-4	1	-3
DYRK1A inh	7	-2	.	-2	1	7	-11	3
AI-2 QS mod	13	7	13	19	19	9	13	7
HSF-1 act	-36	29	-7	11	23	-18	-5	-9

(41) CCOC(=O)C1=C(C)N(C)C(C)=C(C(=O)OCC)C1c1ccc(C(=O)OC)cc1
(42) Cc1c(Cl)cccc1NC(=O)CCCn1nc([N+](=O)[O-])cc1C
(43) CCOC(=O)C(C)Sc1snnc1C (centres undefined)
(44) O=C(COC(=O)/C=C/c1cccc(F)c1)Nc1ncccn1
(45) O=C(CSc1nc(-c2ccco2)cc(C(F)(F)F)n1)NCCCN1CCOCC1
(46) COc1ccc(/C=C/C(=O)OCC(=O)NCc2ccco2)c(OC)c1

assay / compound	41	42	43	44	45	46
GSK3 alpha inh	-2	2	-2	-3	1	0
HDAC3 inhib	11	-1	-2	-1	1	4
GSK3beta inhib	2	-1	-3	-4	-3	-1
HSF1 inhib	4	2	-3	-5	7	-12
PolyA inhibitor	i	i	.	i	i	i
HSP90 inh	2	0	-2	8	-2	-8
Platelet DG rel	20	0	-4	8	-24	-9
DYRK1A inh	-9	3	3	8	.	-1
AI-2 QS mod	37	-5	23	-7	21	36
HSF-1 act	4	-2	-2	-7	2	-29

Grouped by structure: the compounds so far containing a halogen.
(19) CCOC(=O)NC(Nc1sc2c(c1C(N)=O)CCCC2)(C(=O)OCC)C(F)(F)F (centres undefined)
(25) O=C(NCc1ccc(F)cc1)C1(S(=O)(=O)c2ccc(Cl)cc2)CC1
(28) O=C1C2C3CCCC3=C3CCCC3C2C(=O)N1c1cccc(Cl)c1 (centres undefined)
(34) O=C(COC(=O)C1CC1)Nc1ccc(OC(F)F)cc1
(37) Clc1ccc(-c2nnc(CSc3nnc(-c4cccs4)o3)o2)cc1
(38) O=C(CCN1C(=O)C2C3C=CC(C3)C2C1=O)Nc1ccc(F)cc1 (centres undefined)
(42) Cc1c(Cl)cccc1NC(=O)CCCn1nc([N+](=O)[O-])cc1C
(44) O=C(COC(=O)/C=C/c1cccc(F)c1)Nc1ncccn1
(45) O=C(CSc1nc(-c2ccco2)cc(C(F)(F)F)n1)NCCCN1CCOCC1

assay / compound	19	25	28	34	37	38	42	44	45
GSK3 alpha inh	2	-2	-4	-2	-2	-2	2	-3	1
HDAC3 inhib	1	-6	0	-1	2	3	-1	-1	1
GSK3beta inhib	-11	-2	1	0	1	-2	-1	-4	-3
HSF1 inhib	0	-2	2	1	2	-7	2	-5	7
PolyA inhibitor	i	i	i	i	i	i	i	i	i
HSP90 inh	-1	-4	-1	3	-3	1	0	8	-2
Platelet DG rel	5	6	18	1	-4	-4	0	8	-24
DYRK1A inh	3	-4	-1	-2	1	7	3	8	.
AI-2 QS mod	3	5	37	7	19	9	-5	-7	21
HSF-1 act	-11	4	10	29	23	-18	-2	-7	2
